Assay outcomes deposited in PubChem by NCI.
NCI-60 one-dose screen, 48 h, at 10 µM unless noted. Numbers give growth in % (100 = growth as untreated, 0 = no growth, -100 = all killed).
HOP-92: HOP-92 NSCLC cells; AID 1794738; hit rate 6.3% among 71,000
MOLT-4: MOLT-4 leukemia cells; hit rate 6.9% among 80,000
EKVX: EKVX NSCLC | AID 1794765 | hit rate 3% among 71,000
M14: M14 melanoma. hit rate 6.2% among 80,000
A549/ATCC: A549/ATCC NSCLC. hit rate 3.7% among 81,000. AID 1794740
HOP-62: HOP-62 NSCLC. hit rate 3.9% among 80,000. AID 1794735
CCRF-CEM: CCRF-CEM leukemia. hit rate 7% among 77,000. AID 1794778
RPMI-8226: RPMI-8226 leukemia cells; hit rate 7.5% among 77,000; AID 1794781
An asterisk follows results filed as active; nt = not tested or not shown; & = joins results of further samples. The calls were made as follows: active = growth percent below 10; inactive = the rest. Hits appear at their usual frequency, and some 13% of all compounds hit somewhere here.

Letter code: A = HOP-92; B = MOLT-4; C = EKVX; D = M14; E = A549/ATCC; F = HOP-62; G = CCRF-CEM; H = RPMI-8226
1) C[N+]1(CCc2ccccc2)CCC(CCC2CC[N+](C)(CCc3ccccc3)CC2)CC1 (centres undefined)
  A: nt; B: 123; C: 97; D: 103; E: nt; F: 67; G: 127; H: 126

2) O=C(c1cccc(Cl)c1Cl)N1CCN(c2ccnc3cc(Cl)ccc23)CC1
  A: 71; B: 73; C: 88; D: 90; E: 79; F: 94; G: 88; H: 68

3) CN1CCc2c(sc3nc4n(c(=O)c23)NC(=O)CC(=O)N4c2ccc(Cl)cc2)C1
  A: nt; B: 99; C: 94; D: 94; E: 81; F: nt; G: nt; H: nt

4) COc1ccc(C(Cc2ccccc2)[N+]2(C)CCCCC2)cc1 (centres undefined)
  A: 101; B: 96; C: 110; D: 90; E: 94; F: 94; G: 103; H: 100

5) NC(=O)N/N=C\c1ccc([N+](=O)[O-])o1
  A: nt; B: 103; C: 75; D: 112; E: 97; F: 97; G: 20; H: 86

6) CCCCCSc1c(Cl)c(Cl)c(SCCCCC)c(Cl)c1Cl
  A: nt; B: 125; C: 82; D: 94; E: 91; F: 103; G: nt; H: nt

7) O=C(O)CC(O)(c1ccccc1)c1ccccc1
  A: 108; B: 100; C: 107; D: 104; E: 94; F: 101; G: 100; H: 100

8) Nc1cc(=O)c2[nH]cnc2[nH]1
  A: 88; B: 94; C: nt; D: 107; E: 99; F: 95; G: 99; H: 95

9) COC(=O)c1cccc(NC(=O)c2ccc(-c3cccc([N+](=O)[O-])c3)o2)c1
  A: 95; B: 87; C: 89; D: 104; E: 95; F: 108; G: 85; H: 69

10) N#CC1=C(Nc2ccccc2)SC(c2cccs2)NC1=O (centres undefined)
  A: 86; B: 104; C: 95; D: 91; E: 99; F: 93; G: 86; H: 97

11) N=c1c(S(=O)(=O)c2ccccc2)cc2c(=O)n3ccccc3nc2n1C1CCCC1
  A: 39; B: 82; C: 78; D: 110; E: 80; F: 79; G: 94; H: 93

12) COc1ccc2c(c1)CCc1cnoc1-2
  A: 100; B: 89; C: 93; D: 123; E: 109; F: 107; G: 102; H: 104

13) COc1cc2nc(SCc3cc(OC)c(OC)c(OC)c3)n(Cc3ccccc3)c(=O)c2cc1OC
  A: 63; B: 17; C: nt; D: 15; E: 37; F: 41; G: 23; H: 55

14) CC/C=N/NC(=O)c1[nH]c(=O)c2c(C)nc(-c3ccccc3)cc2c1O
  A: nt; B: 53; C: 106; D: 92; E: 97; F: 118; G: 68; H: 87

15) O=C1C(c2c(O)[nH]c3ccccc23)=Nc2ccccc21
  A: 128; B: 90; C: 78; D: 107; E: 102; F: 100; G: 102; H: 101

16) Nc1nc(N)nc(N[C@@H]2C[C@H](CO)[C@@H](O)[C@H]2O)n1
  A: 106; B: 103; C: 101; D: 105; E: 101; F: 102; G: 114; H: 105

17) Cc1ccc(N=NC(C#N)C#N)cc1
  A: 56; B: 114; C: 98; D: 94; E: 102; F: 100; G: nt; H: nt

18) N#Cc1c(-c2ccccc2F)cc(-c2ccc(Br)s2)[nH]c1=O
  A: 80; B: 102; C: 97; D: 91; E: 108; F: 97; G: 100; H: 95

19) CC(C)(C)n1cc(-c2ccnc(NCCCNS(=O)(=O)c3ccc(C(F)(F)F)cc3)c2)c(-c2cccc(F)c2)n1
  A: 90; B: 65; C: 79; D: 81; E: 64; F: 93; G: 74; H: 56

20) Cc1ccc(Cl)cc1NC=O
  A: 102; B: nt; C: 106; D: 105; E: 95; F: 109; G: 103; H: 106

21) COC(=O)C(Br)C(OC(C)=O)c1ccc(OC)c(OC)c1 (centres undefined)
  A: 107; B: 103; C: 87; D: 97; E: 99; F: 105; G: nt; H: 110

22) O=C(Nc1cccc([N+](=O)[O-])c1)c1cc2ccccc2cc1O
  A: -9.0*; B: -45*; C: 3.7*; D: 19; E: 11; F: 0.5*; G: -13*; H: -55*

23) COc1cc(-c2csc(NC(=O)c3cc(N4CCOCC4)cc(C(F)(F)F)c3)n2)cc(OC)c1OC
  A: 62; B: 58; C: 73; D: 63; E: 84; F: 111; G: 53; H: 23

24) CNC(=O)OCC1OC(n2cnc3c(NC(=O)Nc4ccccc4)ncnc32)C(O[Si](C)(C)C(C)(C)C)C1O[Si](C)(C)C(C)(C)C (centres undefined)
  A: 55; B: 75; C: 104; D: 102; E: 81; F: 104; G: nt; H: 88

25) Cc1cc(C2(c3cc(C)c(O)cc3C)OS(=O)(=O)c3ccccc32)c(C)cc1O
  A: 82; B: 96; C: 105; D: 108; E: 97; F: 92; G: 94; H: 92

Some of these compounds in order of SMILES length, largest number first.
Letter code: A = HOP-92; B = MOLT-4; C = EKVX; D = M14; E = A549/ATCC; F = HOP-62; G = CCRF-CEM; H = RPMI-8226
19) CC(C)(C)n1cc(-c2ccnc(NCCCNS(=O)(=O)c3ccc(C(F)(F)F)cc3)c2)c(-c2cccc(F)c2)n1
  A: 90; B: 65; C: 79; D: 81; E: 64; F: 93; G: 74; H: 56

13) COc1cc2nc(SCc3cc(OC)c(OC)c(OC)c3)n(Cc3ccccc3)c(=O)c2cc1OC
  A: 63; B: 17; C: nt; D: 15; E: 37; F: 41; G: 23; H: 55

25) Cc1cc(C2(c3cc(C)c(O)cc3C)OS(=O)(=O)c3ccccc32)c(C)cc1O
  A: 82; B: 96; C: 105; D: 108; E: 97; F: 92; G: 94; H: 92

20) Cc1ccc(Cl)cc1NC=O
  A: 102; B: nt; C: 106; D: 105; E: 95; F: 109; G: 103; H: 106

Next results follow.
Letter code: A = HOP-92; B = MOLT-4; C = EKVX; D = M14; E = A549/ATCC; F = HOP-62; G = CCRF-CEM; H = RPMI-8226
26) CC[C@H](Nc1nc(N)nc(C)c1C#N)c1nc2cccc(NCCCCCC(=O)NO)c2c(=O)n1-c1ccccc1
  A: 27; B: 31; C: 75; D: 71; E: 79; F: 66; G: 43; H: 62

27) O=c1[nH]n(C(=S)N/N=C/c2ccccc2Cl)c(=O)c2ccccc12
  A: -0.7*; B: -1.7*; C: -35*; D: -42*; E: 7.0*; F: -2.3*; G: -11*; H: -1.7*

28) CC(Sc1nc2ccccc2c(=O)n1CCc1ccc(S(N)(=O)=O)cc1)C(=O)NCc1ccccc1 (centres undefined)
  A: 93; B: 90; C: 106; D: 108; E: 94; F: 102; G: 106; H: 95

29) CCOc1cc2c(cc1OCC)C(c1cc(OC)c(OC)c(OC)c1)NCC2 (centres undefined)
  A: 109; B: 115; C: 104; D: 104; E: 106; F: 102; G: 110; H: 117

30) OCCN(CCO)c1cc2c3ccccc3ccc2c2ccccc12
  A: 56; B: 59; C: 62; D: 83; E: 61; F: 89; G: 69; H: nt

31) CCOC(=O)c1ccc2c(c1)[n+](=O)c(C(C)=O)c(C(F)(F)F)n2[O-]
  A: -30*; B: -56*; C: 29; D: 8.6*; E: 19; F: 26; G: -18*; H: 8.6*

32) C=C(NC(=O)[C@H](C(C)C)N(C)c1cccc2[nH]ccc12)C(=O)OC
  A: 99; B: 107; C: 94; D: 95; E: 97; F: nt; G: 87; H: 6.3*

33) S=c1nc2[nH]c3ccc(Cl)cc3c2n[nH]1
  A: 106; B: 94; C: nt; D: 109; E: 96; F: 108; G: 106; H: 104

34) C/C(=N\NC(=O)CSc1nc2ccccc2c(=O)n1Cc1ccc(S(N)(=O)=O)cc1)c1ccc(F)cc1
  A: 124; B: 107; C: 91; D: 107; E: 102; F: 99; G: 106; H: 112

35) CCC(C#N)(CC)c1ccccc1
  A: nt; B: 107; C: 105; D: nt; E: 111; F: 93; G: 102; H: 104

36) COc1ccc(C(=O)C/C(=C/c2ccc(-c3ccc(Cl)cc3)o2)C(=O)NCc2ccc(F)cc2)cc1
  A: 89; B: 78; C: nt; D: 92; E: 73; F: 106; G: 90; H: 70

37) CCCCOC(=O)c1cccnc1
  A: 82&88; B: 111&97; C: 86&118; D: 93&107; E: 124&85; F: 83&108; G: 87&93; H: 89&83

38) O=C1CC23OC4ON=C(Br)C4C2C(O)c2ccccc2N13 (centres undefined)
  A: 107; B: 100; C: 92; D: 92; E: 103; F: 106; G: 111; H: 100

39) Cn1c(=O)c2c(nc(CO)n2C)n(C)c1=O
  A: 83; B: 68; C: 95; D: 101; E: 92; F: 86; G: 103; H: 100

40) CN(C)c1ccc(Nc2c3ccccc3nc3ccccc23)cc1
  A: -7.4*; B: 6.0*; C: 19; D: 19; E: 14; F: 33; G: 20; H: 17

41) O=C1/C(=C/c2ccc(Cl)cc2)CCc2ccccc21
  A: 80; B: 85; C: nt; D: 97; E: 87; F: 94; G: nt; H: 73

42) CSc1cc(C)c(O)c(C)c1
  A: 88; B: 105; C: nt; D: 97; E: nt; F: 104; G: nt; H: 92

43) N#C/C(=C\c1ccc(-c2ccc(Cl)cc2Cl)o1)c1ccc(F)cc1
  A: nt; B: 94; C: 87; D: 95; E: 100; F: 82; G: 94; H: 85

44) O=C1CCN(c2ccccc2)N1
  A: 91; B: 104; C: 98; D: 93; E: 94; F: 81; G: 91; H: 92

45) COc1ccc(C2C(C#N)=C(N)Oc3c2sc2c(C)cccc32)cc1 (centres undefined)
  A: 80; B: 13; C: 42; D: 8.6*; E: 28; F: 41; G: 8.0*; H: nt

46) c1cc[n+](C[n+]2ccccc2)cc1
  A: 117; B: 105; C: 104; D: 112; E: 109; F: 105; G: nt; H: 107

47) CCCSc1nc(Oc2ccccc2/C=C2/SC(=O)NC2=O)c(C#N)c(-c2ccc(F)cc2)n1
  A: 74; B: 99; C: 102; D: 107; E: 102; F: 96; G: 105; H: 106

48) Cc1cc(OC(=O)CSc2nc3ccccc3s2)nc2[nH]c(=O)sc12
  A: 79; B: 101; C: 97; D: 95; E: 107; F: 92; G: 103; H: 95

49) N#Cc1ccnc2ccccc12
  A: 81; B: 98; C: nt; D: 104; E: 100; F: 94; G: 98; H: 102

50) CCN1CCOC1=O
  A: nt; B: 98; C: nt; D: 99; E: 97; F: 102; G: 95; H: 99

Part of the list above, limited to CCRF-CEM, M14 and HOP-92:
item	Structure	CCRF-CEM	M14	HOP-92
30	OCCN(CCO)c1cc2c3ccccc3ccc2c2ccccc12	69	83	56
31	CCOC(=O)c1ccc2c(c1)[n+](=O)c(C(C)=O)c(C(F)(F)F)n2[O-]	-18*	8.6*	-30*

Additional entries
Letter code: A = HOP-92; B = MOLT-4; C = EKVX; D = M14; E = A549/ATCC; F = HOP-62; G = CCRF-CEM; H = RPMI-8226
51) NC(C(=O)O)c1ccc(CBr)cc1 (centres undefined)
  A: 97; B: 100; C: 108; D: 104; E: 96; F: 103; G: 92; H: 100

52) COc1ccc(C2N(c3cc(Cl)cc(Cl)c3)N=C(C(C)=O)N2[C@@H]2[C@@H](OC(C)=O)O[C@@H](COC(C)=O)[C@H](OC(C)=O)[C@H]2OC(C)=O)cc1 (some centres undefined)
  A: 52; B: 49; C: 60; D: 83; E: 64; F: 81; G: 71; H: 46

53) C=C(C)[C@@H]1CC[C@]2(CN)CC[C@]3(C)[C@H](CC[C@@H]4[C@@]5(C)CCC(=O)NC(C)(C)[C@@H]5CC[C@]43C)[C@@H]12
  A: 55; B: 21; C: 87; D: 71; E: 59; F: 82; G: 21; H: 38

54) O=C(CCc1nnc(Cc2ccccc2Cl)o1)c1nc2ccccc2[nH]1
  A: 41; B: 79; C: 77; D: 100; E: 99; F: 91; G: 87; H: 78

55) O=C(Nc1ccccn1)c1ccc2ccc3ccc(C(=O)Nc4ccccn4)nc3c2n1
  A: 137; B: 111; C: 107; D: 93; E: 97; F: 92; G: 121; H: 106

56) O=c1c2ccccc2c2ccccc2c(=O)n1-c1ccc([N+](=O)[O-])cc1[N+](=O)[O-]
  A: 74; B: 93; C: 104; D: 98; E: 105; F: 94; G: 94; H: 98

57) CCCC(CCC)NCCOC(=O)c1ccc([N+](=O)[O-])cc1
  A: nt; B: 98; C: nt; D: 102; E: 102; F: 101; G: 85; H: 104

58) N#Cc1ccc(C(F)(F)F)nc1N1CCC(C(=O)Nc2ccc(C(F)(F)F)cc2)CC1
  A: nt; B: 62; C: nt; D: 80; E: 52; F: 82; G: 73; H: 69

59) CCN(CC)CC(O)CO (centres undefined)
  A: 100; B: 61; C: 109; D: 106; E: 86; F: 86; G: 97; H: 92

60) C=C1CC[C@@H]2[C@](C)(COC(C)=O)[C@H](OC(C)=O)CC[C@@]2(C)[C@@H]1CC(NCc1ccc(F)cc1)C1=CCOC1=O (some centres undefined)
  A: 19; B: -0.4*; C: 50; D: 37; E: 58; F: 79; G: 9.2*; H: 1.3*

61) CC(=O)c1cc(-c2ccc3ncnc(N4CCc5cc(F)c(Cl)cc54)c3c2)cnc1N
  A: nt; B: 102; C: 80; D: 92; E: 88; F: 103; G: nt; H: 89

62) CCOC(=O)C1=C(C)NC(=O)NC1c1c(Cl)n(C)c2ccccc12 (centres undefined)
  A: 75; B: 106; C: 105; D: 105; E: 105; F: 110; G: 25; H: 101

63) COc1ccc(C(=O)Nc2nc(-c3ccc(C)cc3)cs2)cc1
  A: nt; B: 101; C: nt; D: 102; E: 101; F: 125; G: 96; H: 90

64) COc1cc(C2C(C#N)=C(N)Oc3cc4c(cc32)OCO4)cc2c1OCO2 (centres undefined)
  A: nt; B: 20; C: 56; D: -2.8*; E: 25; F: 28; G: 18; H: 31

65) Cc1n(Cc2ccc3ccccc3c2)c2ccccc2[n+]1Cc1ccc2ccccc2c1
  A: -68*; B: -55*; C: 9.6*; D: -69*; E: 9.0*; F: -62*; G: -45*; H: -58*

66) N#CC(c1ccccc1)c1ccc([N+](=O)[O-])cc1 (centres undefined)
  A: 86; B: 107; C: nt; D: 113; E: 98; F: 102; G: nt; H: 98
